mIDH1 inhibitor: blocks human mutant IDH1 R132H enzyme; O75874; IDH1-R132H enzyme, NADPH consumption, diaphorase/resazurin fluorescence; Potency, µM (doses to about 76.6 µM), for inactives: top-dose activity change, negative = inhibition, hits mostly inhibitors; 390,000 tested, 0.093% active; AID 602179; note: % is set by controls: 0 for no effect and ±100 for the full control effect; nearly all actives have a fitted effect of over 65% in size
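IDH1-R132H (0.5 ug/mL) preincubated 30 min with compound, then NADPH (0.016 mM) and alpha-KG (2 mM) added; 80 min at RT, pH 7.5. Remaining NADPH coupled via diaphorase/resazurin to fluorescence (540/590 nm); concentration-response curves normalized to no-enzyme control.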
USP1-UAF1 inh: inhibitors of human USP1/UAF1 deubiquitinase | O94782 | recombinant USP1/UAF1, Ub-Rhodamine cleavage fluorescence | Potency, µM (highest dose often 57.1 µM), for inactives: at the highest dose activity change, negative = inhibition, hits mostly inhibitors | 390,000 tested, 0.23% active; note: % is set by controls: 0 for no effect and ±100 for the full control effect; nearly all actives have a fitted effect of over 60% in size; inactives centre near -12
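1 nM enzyme complex + cpd, 15 min RT; start with Ub-Rho 150nM final; kinetic fluorescence ex 480/em 540, 6 reads q60 s. Buffer 50mM HEPES pH 7.8, 0.5mM EDTA, 0.1 mg/ml BSA, 1mM TCEP, 0.01% Tween-20.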
Vif-A3F inh: Vif-A3F binding inhibition | HeLa A3F-eYFP + Vif (tagged APOBEC3F with the HIV-1 protein that degrades it), YFP fluorescence increase | 390,000 tested, 0.2% active | Potency, µM (titrated, usually from 46.1 µM), inactives show at the highest dose activity, negative = active; note: % of control where 0% means no effect; nearly all actives have a fitted effect of over 65% in size
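HeLa cells stably expressing A3F-eYFP plus Vif, plated and incubated overnight at 37 deg C, then exposed to compounds overnight at 37 deg C. Blocked degradation read as raised yellow fluorescence (Ex 488/Em 500-530).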
TrxR1 substrate: substrates of rat thioredoxin reductase 1; O89049; Potency, µM (doses to about 114 µM), without a hit: top-dose activity change, negative = substrate turnover; AID 588456; purified TrxR1 substrate turnover, NADPH consumption readout; 390,000 tested, 0.01% active; note: % is set by controls: 0 for no effect and ±100 for the full control effect; nearly all actives have a fitted effect of over 50% in size
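Rat TrxR1, dispensed at 90 nM, was prereduced with 400 uM NADPH (final) for 5 min at ~22 deg C, then incubated with compound 15 min before 400 uM selenite. A first-read NADPH fluorescence drop versus no-compound background flagged substrates.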
Vif-A3G inh: Vif-A3G binding inhibition | 410,000 tested, 0.076% active | AID 602310 | Q9HC16 | HeLa A3G-eYFP + Vif (tagged APOBEC3G with the HIV-1 protein that degrades it), YFP fluorescence, overnight | Potency, µM (highest dose often 46.1 µM), for inactives: top-dose activity, negative = active, hits mostly inhibitors;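 note: % is set by controls: 0 for no effect and ±100 for the full control effect; nearly all actives have a fitted effect of over 60% in size; hits raise eYFP signal because A3G escapes Vif-driven loss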
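Read-out is eYFP fluorescence (Ex 488/Em 500-530) from Vif-expressing HeLa A3G-eYFP cells; more signal means A3G escaped Vif-mediated degradation. Cells plated overnight, compound pinned in, incubated overnight at 37 deg C.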
RXFP1 ag: activates the human relaxin receptor RXFP1; Q9HBX9; HEK293T-RXFP1 cAMP TR-FRET, 30 min; response scale: percent of porcine relaxin response, buffer zero; Potency, µM (highest dose often 57.5 µM), without a hit: at the top dose activation, actives largely listed as activators; 370,000 tested, 0.3% active; AID 2676; note: % is set by controls: 0 for no effect and ±100 for the full control effect; nearly all actives have a fitted effect of over 60% in size; many of its hits are not listed in these tables
Target sequence (Q9HBX9 whole entry, looked up): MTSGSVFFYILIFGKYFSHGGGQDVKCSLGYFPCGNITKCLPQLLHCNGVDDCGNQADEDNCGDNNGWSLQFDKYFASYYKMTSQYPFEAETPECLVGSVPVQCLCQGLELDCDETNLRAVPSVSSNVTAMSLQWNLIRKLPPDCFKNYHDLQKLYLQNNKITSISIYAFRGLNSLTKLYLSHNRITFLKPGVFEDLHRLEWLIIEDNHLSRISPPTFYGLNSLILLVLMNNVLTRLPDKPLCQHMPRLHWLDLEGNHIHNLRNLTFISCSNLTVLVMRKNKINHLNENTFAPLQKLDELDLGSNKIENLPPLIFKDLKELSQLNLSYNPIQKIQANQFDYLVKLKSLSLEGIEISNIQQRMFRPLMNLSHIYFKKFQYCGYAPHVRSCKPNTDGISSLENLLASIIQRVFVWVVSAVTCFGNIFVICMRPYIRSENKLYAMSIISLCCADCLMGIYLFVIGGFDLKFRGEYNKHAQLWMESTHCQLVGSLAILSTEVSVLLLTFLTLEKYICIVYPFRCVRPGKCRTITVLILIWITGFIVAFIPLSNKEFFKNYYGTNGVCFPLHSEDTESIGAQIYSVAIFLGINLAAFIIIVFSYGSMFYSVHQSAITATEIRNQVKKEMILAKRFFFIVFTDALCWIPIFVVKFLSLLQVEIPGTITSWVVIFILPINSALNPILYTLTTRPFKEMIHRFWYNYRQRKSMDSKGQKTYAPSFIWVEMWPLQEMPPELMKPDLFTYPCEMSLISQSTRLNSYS
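HEK293 cells stably expressing RXFP1, treated 30 min at 37C with compounds plus PDE4 inhibitor Ro 20174; cAMP measured by HTRF TR-FRET. Normalized to buffer and 29 nM porcine relaxin; EC50 by Hill fit.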
rTrxR1 inhibitor: inhibitors of rat thioredoxin reductase 1. O89049. recombinant rTrxR1, NADPH fluorescence consumption, selenite substrate. Potency, µM (series often up to 114 µM), for the others: at the highest dose activity change, negative = inhibition, actives largely listed as inhibitors. 390,000 tested, 1% active. AID 588453; note: % is set by controls: 0 for no effect and ±100 for the full control effect; nearly all actives have a fitted effect of over 65% in size
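Rat TrxR1 (90 nM in the dispensed reagent) was pre-reduced with 400 uM NADPH for 5 min at room temperature, then incubated with compound for 15 min. After 400 uM selenite was added, NADPH fluorescence (Ex 340/Em 450 nm) was followed for 8 min.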
ALOX12 inh: blocks human arachidonate 12S-lipoxygenase; P18054; purified 12hLO, xylenol orange hydroperoxide absorbance; Potency, µM (doses to about 108 µM), for the others: top-dose activity change, negative = inhibition, usual class: inhibitors; 580,000 tested, 1.1% active; note: % is set by controls: 0 for no effect and ±100 for the full control effect
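Purified human 12hLO at 150 nM in 25 mM Hepes, 0.01% Triton X-100, pH 7.0, preincubated 15 min at room temperature with compound. Reaction started with 40 uM arachidonic acid, 30 min at room temperature. Hydroperoxide measured by Fe-xylenol orange, 573/405 nm absorbance ratio.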
RGS4 inh: human RGS4 inhibition | P49798 | Transcreener GDP fluorescence polarization, RGS4-accelerated GTP hydrolysis | Potency, µM (series often up to 114 µM), inactives show at the top dose activity change, negative = inhibition, most hits filed as inhibitors | 390,000 tested, 0.039% active | AID 504845; note: % is set by controls: 0 for no effect and ±100 for the full control effect; nearly all actives have a fitted effect of over 75% in size; some results filed as inactive show a strong effect at the top dose
Target sequence (P49798 whole entry, looked up): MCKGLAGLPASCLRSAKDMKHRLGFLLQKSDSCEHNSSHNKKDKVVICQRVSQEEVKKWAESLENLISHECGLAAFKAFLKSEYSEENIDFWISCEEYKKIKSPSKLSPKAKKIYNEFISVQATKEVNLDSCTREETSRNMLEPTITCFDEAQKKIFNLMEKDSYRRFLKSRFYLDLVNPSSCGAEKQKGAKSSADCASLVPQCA
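MLSMR compounds (23 nl, pin-transferred) preincubated 10 min at room temperature with a 500nM (2x) first reagent, then RGS4 at 900nM (2x) plus Transcreener GDP mix added; fluorescence polarization (620/688 nm) read before and after 90 min at 30 °C.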
The depositor's hits bear a star; ? = inconclusive; . = not tested or not shown; & = joins results of further samples; [ ] = remark or other dose. Calls come from the whole dose curve; as a rule, active = well fitted curve in the direction sought with a large enough effect; inconclusive = small, poorly fitted or top-dose-only effect, or another doubt; inactive = no such curve, though single readings can be large; an effect the other way counts as inactive or inconclusive. Potency is the fitted concentration of half-maximal effect.

SMILES	mIDH1 inhibitor	USP1-UAF1 inh	Vif-A3F inh	TrxR1 substrate	Vif-A3G inh	RXFP1 ag	rTrxR1 inhibitor	ALOX12 inh	RGS4 inh
CC1CC1c1ccc(/C=C(\C#N)C(=O)Nc2ccc(Cl)cc2)o1 (configuration not stated)	1%	-19%	-8%	-21%	1%	-0.7%	-22%	?	-30%
CCC(CC)C(=O)Nc1cccc(C(=O)Nc2ccc(OC)cc2[N+](=O)[O-])c1	2%	3%	-13%	4%	3%	-4.5%	22%	0%	14%
O=C(c1ccco1)N1CCN(S(=O)(=O)c2ccccc2[N+](=O)[O-])CC1	-4%	-19%	1%	8%[57.1 µM]	0%	0.3%	21%[57.1 µM]	-8%	?
CC(=O)Nc1ccccc1OCc1nnc(-c2cccs2)o1	-1%	0%	2%	-3%	0%	3.5%	4%	-14%	16%
O=C(/C=C/c1ccc(Cl)cc1)Nc1nccs1	-4%	-17%	-5%	3%[57.1 µM]	1%	-2.4%	23%	-8%	10%
CCCn1c(=O)c(C(=O)Nc2c(C)n(C)n(-c3ccccc3)c2=O)c(O)c2ccccc21	2%	-5%	-2%	16%	-4%	-0.3%	39%	0%	8%[56.9 µM]
CCOC(=O)C(=O)Nc1ccccc1C(=O)OCC	-5%	-27%	4%	3%[57.1 µM]	1%	-2.3%	4%[57.1 µM]	2%	36%
O=C(O)c1ccc(Cl)c(S(=O)(=O)NC(Cc2c[nH]c3ccccc23)C(=O)O)c1 (configuration not stated)	-5%	-12%	-1%	-1%	0%	0.1%	16%	?	15%
COc1cc(/C=C2/C(=O)NN(c3ccc(F)cc3)C2=O)cc(Cl)c1O	5%	?	0%	?	1%	-2.6%	?	?	-33%[56.9 µM]
Cn1nnnc1SCCOc1ccc(C#N)cc1	4%	-17%	4%	2%	3%	1.1%	10%	-12%	-15%
Cc1cc(C)n(CCCNC(=O)c2cc(COc3ccc(C)c(C)c3)on2)n1	9%	-23%	0%	3%	0%	-0.3%	14%	3%	-14%
CCOC(=O)[C@H]1[C@H]2COc3cc(OC)ccc3[C@@H]2N2C(=O)CN(Cc3ccco3)C(=O)[C@@]12C	0%	-12%	0%	5%	5%	-0.5%	?	-14%	8%
Cc1ccc(OC(=O)c2snnc2C)cc1C	14%	10%	0%	2%	0%	-0.6%	28%	-26%	-24%
CC1(C)CCc2nc(SCc3ccccc3)c(C#N)cc2C1	11%	-14%	-9%	7%[57.1 µM]	0%	-0.1%	10%[57.1 µM]	-6%	-20%
Cc1ccccc1Nc1nc(Cl)c(C=O)s1	3%	-3%	-21%	0%	-13%	5.5%	13%	-8%	2%
COc1ccc(-n2c(-c3cnccn3)n[nH]c2=S)cc1	12%	-13%	-8%	5%	0%	0.3%	-13%	?	-4%
Nc1nc(SCc2ccccc2)c2[nH]cnc2n1	-12%	-2%	7%	-4%&0%	-7%&-8%	1.5%	4%&13%	16%	-11%&-6%
CCCCCCN1C[C@H](O)[C@@H](n2cc(COC(=O)c3ccccc3)nn2)C[C@@H]1c1ccc(C)cc1	8%	-11%	?	.	-2%	.	.	?	.
Cc1ccc(C(=O)OCCc2sc[n+](Cc3ccccc3)c2C)cc1	17%	-21%	-2%	-6%	2%	-1.1%	-117%	-3%	4%
CCOC(=O)c1c(N)n(-c2cccc(C)c2C)c2nc3ccccc3nc12	-13%	-27%	3%	15%	5%	-3.5%	15%	-15%	-5%
COc1ccc(NC(=O)CCCn2c(=O)[nH]c3ccccc3c2=O)cc1	3%	-12%	.	-3%	0%	-0.2%	-6%	-6%	-12%
COc1ccc(NC(=O)Nc2ccc3c(c2)CC(=O)N([C@H](C)CO)C[C@@H](C)[C@H](CN(C)C(=O)Nc2ccccc2)O3)cc1	2%	1%	5%	8%[57.1 µM]	2%	.	13%[57.1 µM]	-4%	30%
Cn1c(-c2ccccc2)cnc1SCC(=O)N1CCCc2ccccc21	1%	-15%	6%	-4%	0%	-0.6%	-5%	10%	4%
Cc1cccc(N(CC(=O)N2CCN(c3ccc(F)cc3)CC2)S(C)(=O)=O)c1C	-3%	2%	3%	9%[57.1 µM]	-2%	-1.9%	34%[57.1 µM]	-5%	-22%
CCN1CCCC1CNC(=O)CS(=O)(=O)Cc1nc(-c2ccccc2C)oc1C (configuration not stated)	0%	-16%	7%	-6%	0%	-0.2%	-65%	22%	-10%

Part of the list above in order of SMILES length, lowest first:
SMILES	mIDH1 inhibitor	USP1-UAF1 inh	Vif-A3F inh	TrxR1 substrate	Vif-A3G inh	RXFP1 ag	rTrxR1 inhibitor	ALOX12 inh	RGS4 inh
O=C(/C=C/c1ccc(Cl)cc1)Nc1nccs1	-4%	-17%	-5%	3%[57.1 µM]	1%	-2.4%	23%	-8%	10%
CC1CC1c1ccc(/C=C(\C#N)C(=O)Nc2ccc(Cl)cc2)o1 (configuration not stated)	1%	-19%	-8%	-21%	1%	-0.7%	-22%	?	-30%
O=C(O)c1ccc(Cl)c(S(=O)(=O)NC(Cc2c[nH]c3ccccc23)C(=O)O)c1 (configuration not stated)	-5%	-12%	-1%	-1%	0%	0.1%	16%	?	15%
CCCn1c(=O)c(C(=O)Nc2c(C)n(C)n(-c3ccccc3)c2=O)c(O)c2ccccc21	2%	-5%	-2%	16%	-4%	-0.3%	39%	0%	8%[56.9 µM]

The listing continues:
SMILES	mIDH1 inhibitor	USP1-UAF1 inh	Vif-A3F inh	TrxR1 substrate	Vif-A3G inh	RXFP1 ag	rTrxR1 inhibitor	ALOX12 inh	RGS4 inh
Cc1ccc(OCCCC(=O)Nc2ccc(S(=O)(=O)Nc3cc(C)nc(C)n3)cc2)cc1	11%	-17%	1%	-4%	-4%	1.8%	-6%	12%	14%
Cn1c(CN2CCCC2)nc2cc(NC(=O)c3ccc(Cl)cc3)ccc21	0%	-11%	-2%	6%[57.1 µM]	5%	1.9%	16%[57.1 µM]	13%	5%
COc1cccc(OC)c1C(=O)Nc1nnc(-c2ccc(F)cc2)s1	-1%	-20%	-6%	2%	-32%	-0.4%	11%	7%	5%
COc1ccc(NC(=O)Nc2cc(C(C)(C)C)on2)cc1OC	0%	-25%	7%	1%	3%	4.4%	17%	?	-20%
O=C(NC(Cc1ccccc1)C(=O)O)/C(=C\c1ccc(F)cc1)NC(=O)c1ccco1 (configuration not stated)	1%	-18%	-7%	2%	-4%	2.7%	4%	14%	12%
Cc1ccc(N(C)C(=O)c2cc(S(=O)(=O)N3CCCC3)cn2C)cc1	-3%	-6%	3%	4%[57.1 µM]	4%	0.3%	14%[57.1 µM]	16%	20%
CCCn1c(SCC(=O)N2CCN(c3ccc(OC)cc3)CC2)nc2c1c(=O)n(C)c(=O)n2C	5%	0%	-1%	4%	6%	14%	18%	?	-12%
COc1ccccc1OCC(=O)Nc1ccc(-c2nnc(-c3ccco3)o2)cc1	-2%	-2%	1%	4%[57.1 µM]	-1%	7.8%	7%[57.1 µM]	2%	-6%
O=S1(=O)CC/C(=N/Nc2ccc(C(F)(F)F)cn2)c2cc(F)ccc21	2%	-7%	-7%	4%[57.1 µM]	1%	0.3%	18%[57.1 µM]	-5%	-13%
CCC(C(=O)Nc1cc(Cl)ccc1OC)c1ccccc1 (configuration not stated)	9%	-3%	-3%	-3%	-1%	0.6%	10%	0%	21%
Cc1nc2ccccn2c1-c1ccnc(SCc2ccc(Cl)cc2)n1	-2%	-12%	2%	31%[57.1 µM]	0%	9.8%	33%[57.1 µM]	44%[activator]	0%
Cc1ccc(-c2cc3c(n2-c2ccccc2F)CC(C)(C)CC3=O)cc1	-1%	-1%	0%	2%	7%	21%	25%	4%	-14%
CCOc1ccccc1C1C(C(N)=O)=C(C)Nc2nc(-c3ccc(OC)cc3)nn21 (configuration not stated)	6%	-13%	5%	6%[57.1 µM]	-1%	-1.1%	41%[57.1 µM]	-10%	19%
O=C(COC(=O)C1CC(=O)N(c2ccccc2)C1)c1ccccc1 (configuration not stated)	-12%	-7%	-1%	6%[57.1 µM]	0%	2.4%	10%[57.1 µM]	11%[57.4 µM]	13%
COc1ccccc1C1(CC(=O)N2CCOCC2)CCOC(C(C)C)C1 (configuration not stated)	3%	-16%	11%	-3%	6%	-0.2%	-1%	0%	-1%[11.4 µM]
CC1CCCCC1n1c(-c2cccnc2)n[nH]c1=S (configuration not stated)	3%	1%	6%	-6%	-2%	2.2%	-31%	3%	-22%
COc1ccccc1CN1CCNC(=O)C1CC(=O)N(C)CC1CCOCC1 (configuration not stated)	0%	-11%	-8%	-1%	2%	0.5%	-28%	0%	21%
CC(C)Oc1cc(C(=O)N2CCC(N3CCCCC3)CC2)ccc1Nc1nnc(Cl)c(Nc2ccccc2S(C)(=O)=O)n1	-1%	-20%	-3%	1%	4%	.	-3%	.	-5%
COc1ccc(Br)cc1CNc1ccc(S(N)(=O)=O)cc1	4%	-3%	1%	-10%	-2%	1.3%	-2%	?	4%
O=C(CSc1c[nH]c2ccccc12)NCc1ccc2c(c1)OCO2	-1%	-18%	3%	6%[57.1 µM]	0%	1.1%	5%[57.1 µM]	9%	6%
Cn1c(SCC(=O)Nc2ccccc2)nc(O)cc1=O	0%	-15%	3%	3%	-6%	-1.1%	10%	-12%	-13%

Bioassay records deposited in PubChem BioAssay by National Center for Advancing Translational Sciences (NCATS).

Only part of the results is shown; the hit share may differ from the screen's.
